Screening data as filed in PubChem BioAssay.
C2C12 statin: suppression of simvastatin myotoxicity; AID 602340; rescue of ATP level, % at 7.49 µM; C2C12 myotubes + simvastatin, ATP luminescence, 48 h; scaled: DMSO 0, geranylgeraniol control 100; 330,000 tested, 0.78% active;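 active = mean ATP rescue above about 67%, or every replicate alone reaching that limit, limit read from the data, passing the limit was not always enough; inconclusive = no clear call, values can overlap the other calls; inactive = mean under the limit and some replicate under it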;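 also: myotubes were challenged with 10 µM simvastatin during compound exposure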
PglD DTNB: inhibitors of Campylobacter jejuni PglD acetyltransferase; 360,000 tested, 0.098% active; purified PglD enzyme, DTNB colorimetric CoA detection; inhibition, % at 12.5 µM; in the data active = inhibition above about 16%, passing the limit was not always enough; inconclusive = no clear call, values can overlap the other calls; also: strong numbers were not always called active
FN deposition inh: fibronectin deposition inhibition | AH1F fibroblasts, Alexa488-fibronectin deposition fluorescence, overnight | inhibition, % at 12.6 µM | 350,000 tested, 0.086% active;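 active = mean inhibition across replicates of 30% or more, regardless of how many single replicates reach that level; inconclusive = mean under 30% yet at least half of replicates reach 30%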;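 also: positive control wells lacked labelled fibronectin entirely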
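test system = AH1F fibroblasts assembling fluorescent fibronectin matrix | quantity = 10000 AH1F cells per well | buffer or medium = DMEM plus 2% serum, read in PBS | doses = single dose, pinned | incubation = 1 h cell attachment, overnight exposure to compound and label | detection = fluorescence at 485 nm excitation, 525 nm emission | read-out basis = inhibition from reduced deposited-fibronectin fluorescence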
INS-1E GSIS act: primary screen for activators of insulin secretion dependent on glucose, INS-1E cells, GLuc reporter luminescence | INS-1E GLuc reporter insulin secretion, 2-3 h | activation, % at 16.6 µM | 370,000 tested, 0.61% active;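 active = lowest replicate activation of at least 40%, so every replicate reaches that level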;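 also: 0% = median of neutral control wells and 100% = median of IBMX positive control wells; some compounds called inactive have numbers as strong as hits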
Cneo AK release: causes C. neoformans cell lysis; 360,000 tested, 0.2% active; lysis activity, % at 15 µM; adenylate kinase release luminescence, 4 h; normalised: neutral wells 0, clomiphene wells 100;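 active = mean lysis activity across replicates of at least 80%, whatever share of replicates individually reach that level; inactive = mean lysis activity below 80%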
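Assay system: Cryptococcus neoformans yeast cells / Dosing: single-point compound dose / Timing: 4 h at 37 °C static, read 1 h later / Measured by: luminescence of released adenylate kinase using an AK detection reagent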
PGC1a acetyl inh: PGC1a acetylation modulation, inhibitor mode | inhibition, % at 15.6 µM | AID 651687 | U2OS PGC1a acetylation, AlphaScreen anti-acetyl-lysine; with virally co-expressed GCN5 acetyltransferase | 350,000 tested, 0.17% active;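 active = every replicate shows inhibition of at least 40%; inconclusive = mean inhibition at least 40% but some replicate below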;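 also: 0% = neutral control wells and 100% = positive control wells; some results beyond the cut were filed as inactive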
F508del corr: CFTR F508del correction in bronchial cells; CFBE cells, YFP halide quenching; stimulated with forskolin plus potentiator P3; % fluorescence drop versus neutral controls; activity (quench increase), % at 7.58 µM; 350,000 tested, 0.36% active;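 active = mean added fluorescence quench of at least 8% versus neutral control, with both replicates also reaching 8%; inconclusive = only one of the mean or replicate conditions met; inactive = mean below 8% and not both replicates reaching 8%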;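 also: cells transiently co-express mutant CFTR-F508del with the halide-sensitive YFP; corrector assay measuring rescue of mutant channel to the surface after 24 h compound exposure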
miR-122 sensor: inhibitors of miR-122 in Huh7 cells; activation (reporter increase), % at 12.5 µM; Huh7 miR-122 Renilla luciferase sensor, 48 h; neutral wells = 0, positive control = 100; AID 602342; 340,000 tested, 0.3% active;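 active = mean replicate activation score at least 90 and every replicate individually at or above 90; inconclusive = only one of the two criteria met; inactive = neither criterion met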;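 also: higher luciferase means less miR-122 activity so hits act as miR-122 inhibitors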
The depositor's hits bear a star; ? = inconclusive; . = not tested or not shown; [ ] = dose if it differs, or a comment.

SMILES | C2C12 statin | PglD DTNB | FN deposition inh | INS-1E GSIS act | Cneo AK release | PGC1a acetyl inh | F508del corr | miR-122 sensor
C=CCNc1nc(C(=O)OCC(=O)NCc2ccccc2OC)cs1 | 7 | 4 | 1 | -5 | 5 | -10 | 2.0 | -10
COCCN1C(=O)c2oc3c(C)cc(C)cc3c(=O)c2C1c1cccc(O)c1 (stereo not drawn) | 3 | 0 | 1 | . | 1 | 5 | . | -2
COc1ccccc1CC(=O)NCCc1ccccc1 | -2 | -5 | -9 | 1 | -2 | . | -1.6 | 4
CC(c1ccon1)N(C)C(=O)c1ccc2nc(Cc3cccc(Cl)c3)oc2c1 (stereo not drawn) | 2 | -4 | 11 | -23 | -2 | -18 | -2.4 | 3
O=[N+]([O-])c1cccc(/C=N\N2CCN(c3ccc(Cl)cc3)CC2)c1 | -7 | 3 | . | 0 | -3 | 5 | . | -3
COCC(=O)N(C)C[C@@H]1Oc2cc(C3=CCCC3)ccc2S(=O)(=O)N([C@H](C)CO)C[C@H]1C | 10 | 0 | . | 13 | -3 | -1 | 1.5 | .
C=CC[C@@H](CC(=O)N[C@H](CO)Cc1ccccc1)C(=O)N[C@H](COC(=O)[C@@H](CC=C)Cc1ccc(F)cc1)Cc1ccccc1 | -4 | -1 | -7 | -10 | 2 | . | -1.4 | .
OC(COc1ccccc1Cl)CN1CCN(CC(O)COc2ccccc2Cl)CC1 (stereo not drawn) | . | -3 | 4 | . | 0 | -17 | . | -22
COc1ccc(CN2CCNC(=O)C2CC(=O)N(C)C2CCOCC2)cc1OC (stereo not drawn) | 1 | -2 | -7 | . | 3 | -5 | 2.3 | -2
COc1ccc(C(=O)Nc2nc3ccc4nc(C)sc4c3s2)cc1 | -4 | -3 | -9 | . | 3 | -3 | 0.2 | -5
O=C(CSc1nccn1-c1ccccc1)N1CCc2ccccc21 | 8 | 2 | . | . | 2 | -11 | . | 2
C[C@H]1CN([C@@H](C)CO)S(=O)(=O)c2ccc(C#CC3CC3)cc2O[C@@H]1CN(C)CC1CCOCC1 | -27 | 0 | -18 | -4 | 8 | -23 | 1.3 | 25[16.7 µM]

Two records picked at random from the list so far, as already listed:
SMILES | C2C12 statin | PglD DTNB | FN deposition inh | INS-1E GSIS act | Cneo AK release | PGC1a acetyl inh | F508del corr | miR-122 sensor
OC(COc1ccccc1Cl)CN1CCN(CC(O)COc2ccccc2Cl)CC1 (stereo not drawn) | . | -3 | 4 | . | 0 | -17 | . | -22
C=CC[C@@H](CC(=O)N[C@H](CO)Cc1ccccc1)C(=O)N[C@H](COC(=O)[C@@H](CC=C)Cc1ccc(F)cc1)Cc1ccccc1 | -4 | -1 | -7 | -10 | 2 | . | -1.4 | .

(list continues)
SMILES | C2C12 statin | PglD DTNB | FN deposition inh | INS-1E GSIS act | Cneo AK release | PGC1a acetyl inh | F508del corr | miR-122 sensor
CC(C)C(=O)Nc1ccc2c(c1)C(=O)N(C)[C@H]1CC[C@@H](CC(=O)Nc3ccccc3)O[C@H]1CO2 | -11 | 3 | -4 | -8 | -1 | 1 | 3.5 | 8[16.7 µM]
Cc1nc(N2CCOCC2)c2c(C)c(C(=O)Nc3ccccc3Cl)sc2n1 | 12 | 0 | -4 | 17 | -1 | -3 | -1.9 | -8
CC(C)N(CCCNC(=O)C1CCN(S(=O)(=O)N2CCOCC2)CC1)Cc1ccccc1 | 8 | 2 | . | . | 5 | 3 | . | -1
CC1(C)Cc2nc3nc(SCC(=O)NCCc4ccccc4)n(-c4ccccc4)c(=O)c3cc2CO1 | 11 | 0 | 2 | . | 1 | 1 | . | -2
CCOc1ccc(S(=O)(=O)N2CCOCC2)cc1NC(=O)CN1C(=O)NC(CC)(c2ccccc2)C1=O (stereo not drawn) | -2 | 3 | 1 | -18 | 0 | . | -3.4 | 7
O=S(=O)(c1ccccc1)N1CCCCN2[C@H](C1)[C@@H](c1ccc(-c3ccccc3F)cc1)[C@@H]2CO | -4 | -2 | . | . | 4 | 1 | 0.4 | 2[16.7 µM]
COC(=O)Cc1c(C)c2ccc(OCC(=O)N3CCC(C)CC3)c(C)c2oc1=O | . | . | -1 | -1 | 0 | . | -2.4 | .
COc1ccc(/C=C(/NC(=O)c2ccc(Br)o2)C(=O)Nc2cccc(C(=O)O)c2)cc1 | -3 | 1 | -2 | 1 | 0 | . | -3.2 | -3
CCCNC(=O)N(C)C[C@H]1Oc2ncc(-c3ccccc3)cc2C(=O)N([C@@H](C)CO)C[C@H]1C | 23 | 0 | 1 | 1 | 1 | -23 | 3.9 | -2[16.7 µM]
C[C@@H]1CN([C@H](C)CO)C(=O)c2cccc(NC(=O)C3CC3)c2O[C@H]1CN(C)S(=O)(=O)c1ccccc1 | -2 | 0 | . | 11 | 13 | . | -1.7 | -7[16.7 µM]
CC(C)N1CCC2(CC1)Oc1ccc(Br)cc1C1CC(c3cccnc3)=NN12 (stereo not drawn) | 13 | . | 2 | 2 | . | 9 | -2.3 | .
CC1CCCC(NC(=O)CN2C(=O)NC(c3ccccc3)(c3ccccc3)C2=O)C1C (stereo not drawn) | 13 | 5 | -3 | -51 | 3 | -1 | -1.0 | -12
COc1cccc(C#Cc2cnc3c(c2)C(=O)N([C@@H](C)CO)C[C@@H](C)[C@@H](CN(C)C(C)=O)O3)c1 | 10 | 0 | 7 | 56 | -1 | 9 | 2.2 | 4[16.7 µM]
CCCn1c2ccccc2c2cnn(CC(=O)NC3CCN(Cc4ccccc4)CC3)c(=O)c21 | -7 | 1 | 18 | 2 | -7 | -4 | -1.4 | 2
Cn1c(SCc2cccc(Br)c2)nnc1-c1ccncc1 | 1 | 5 | 2 | -1 | 1 | . | -0.3 | .
O=C(C[C@H]1CC[C@@H]2[C@H](COC[C@H](O)CN2Cc2ccc(Oc3ccccc3)cc2)O1)N1CCN(c2ccccc2)CC1 | ? | 0 | -4 | -14 | -1 | -17 | -3.1 | -18[16.7 µM]
CN(C(=O)CSc1nc2ccccc2s1)c1c(N)n(Cc2ccccc2)c(=O)[nH]c1=O | . | . | -10 | -1 | . | -21 | -1.4 | 5
CCOC(=O)c1sc2nc(C)nc(Nc3ccccc3)c2c1C | . | . | 0 | -15 | . | -6 | 4.7 | .
CN(c1ccccc1)S(=O)(=O)c1ccc(C(=O)NCC2CCCO2)cc1 (stereo not drawn) | 4 | -15 | -6 | . | 1 | . | . | 1
COc1cc(/C=C2/N=C(c3ccccc3F)OC2=O)cc(Cl)c1OS(C)(=O)=O | -22 | 5 | . | -12 | -1 | 9 | 0.0 | -6
C[C@@H]1CN([C@@H](C)CO)S(=O)(=O)c2ccc(C#C[C@@H](C)O)cc2O[C@@H]1CN(C)C(=O)C1CCCCC1 | 0 | 5 | . | 4 | 105* | 6 | 3.3 | 4[16.7 µM]
COc1cc(C(C2C(=O)CC(C)(C)CC2=O)C2C(=O)CC(C)(C)CC2=O)ccc1O | 6 | -9 | -7 | 0 | 1 | -1 | 0.6 | -4
COc1cccc(N2CCN(CC(=O)NCc3cccs3)CC2)c1 | 13 | -5 | . | . | 4 | . | . | 6
Cc1nc(SCC(=O)N2CCNC2=O)c2ccccc2n1 | -4 | 0 | -2 | . | 0 | 10 | -2.7 | 8
COc1ccc(S(=O)(=O)N(C)C[C@H]2OCCCC[C@@H](C)Oc3ccc(N(C)C)cc3C(=O)N([C@@H](C)CO)C[C@H]2C)cc1 | -4 | 0 | . | -6 | 0 | 1 | -1.6 | 2[16.7 µM]
CCS(=O)(=O)Nc1ccc(C(=O)CC2(O)C(=O)Nc3ccc(Br)cc32)cc1 (stereo not drawn) | -9 | -4 | . | . | 8 | -1 | . | -12
C/C(=N\NC(=O)CSc1nc(C)cc(C)n1)c1cccs1 | . | 1 | 5 | 4 | 2 | . | . | .
COc1cccc(CN2[C@@H]3CN(C(=O)C4CC4)c4ccccc4[C@@H]3[C@@H]2CO)c1 | 13 | -2 | . | 0 | 0 | -12 | -2.8 | 5[16.7 µM]
O=C(COC(=O)C1CC(O)CN1S(=O)(=O)c1ccc(Cl)cc1)c1ccccc1 (stereo not drawn) | . | -3 | -4 | -1 | 0 | -2 | . | -2
O=C(CSc1nc2c(sc3ccccc32)c(=O)n1Cc1ccco1)NCC1CCCO1 (stereo not drawn) | 95* | 1 | . | . | -1 | -4 | . | -1
O=C(NCCN1CCCCCC1)c1ccc(CS(=O)(=O)c2ccc(Br)cc2)o1 | -11 | 2 | . | . | 3 | 0 | . | 4
Cc1ccc(-c2csc3ncnc(N4CCc5ccccc5C4)c23)cc1 | . | -2 | -1 | -8 | 6 | -1 | . | -5
CO[C@H]1CN(C)C(=O)c2ccc(NC(C)=O)cc2OC[C@@H](C)N(C(=O)C2CCOCC2)C[C@@H]1C | 3 | -2 | -1 | 16 | 0 | -2 | -2.9 | 4[16.7 µM]
c1ccc2c(c1)[nH]c1nc3nncn3nc12 | 12 | -8 | . | -3 | -5 | -3 | -1.8 | -6
O=C(Nc1ccc(N2CCOCC2)c(Cl)c1)c1cccnc1 | 92* | -4 | . | 16 | -4 | -1 | . | 2
C[C@H](O)C#Cc1cnc2c(c1)C(=O)N([C@@H](C)CO)C[C@H](C)[C@@H](CN(C)CC1CCOCC1)O2 | -4 | 4 | 3 | 12 | -1 | -13 | -2.1 | -6[16.7 µM]

One compound at a time, as listed above:
C[C@H](O)C#Cc1cnc2c(c1)C(=O)N([C@@H](C)CO)C[C@H](C)[C@@H](CN(C)CC1CCOCC1)O2 is entered as C2C12 statin = -4; PglD DTNB = 4; FN deposition inh = 3; INS-1E GSIS act = 12; Cneo AK release = -1; PGC1a acetyl inh = -13; F508del corr = -2.1; miR-122 sensor = -6[16.7 µM]
CO[C@H]1CN(C)C(=O)c2ccc(NC(C)=O)cc2OC[C@@H](C)N(C(=O)C2CCOCC2)C[C@@H]1C is entered as C2C12 statin = 3; PglD DTNB = -2; FN deposition inh = -1; INS-1E GSIS act = 16; Cneo AK release = 0; PGC1a acetyl inh = -2; F508del corr = -2.9; miR-122 sensor = 4[16.7 µM]
O=C(Nc1ccc(N2CCOCC2)c(Cl)c1)c1cccnc1 is entered as C2C12 statin = 92*; PglD DTNB = -4; FN deposition inh = .; INS-1E GSIS act = 16; Cneo AK release = -4; PGC1a acetyl inh = -1; F508del corr = .; miR-122 sensor = 2

New compounds follow
SMILES | C2C12 statin | PglD DTNB | FN deposition inh | INS-1E GSIS act | Cneo AK release | PGC1a acetyl inh | F508del corr | miR-122 sensor
COc1ccccc1Nc1nc2cc(C)ccc2cc1C#N | . | . | 2 | -6 | . | 1 | -0.9 | .
COc1ccc(N2CCN(C(CNC(=O)C(=O)NCc3cccnc3)c3ccco3)CC2)cc1 (stereo not drawn) | . | . | -4 | -4 | . | 0 | -0.9 | .
CC(=O)N(C)C[C@H]1Oc2ncc(-c3cccc(C#N)c3)cc2C(=O)N([C@H](C)CO)C[C@H]1C | 1 | -1 | -4 | 10 | -8 | 7 | . | -4[16.7 µM]
CCN(C(=O)COC(=O)c1ccccc1SCC(=O)NC1CCCCCCC1)C1CCS(=O)(=O)C1 (stereo not drawn) | . | 2 | 3 | -2 | -5 | . | . | -6

Quoted from the listing:
COc1ccc(CN2CCNC(=O)C2CC(=O)N(C)C2CCOCC2)cc1OC (stereo not drawn) @ Cneo AK release = 3
C=CCNc1nc(C(=O)OCC(=O)NCc2ccccc2OC)cs1 @ C2C12 statin = 7
